bCat nuc transl: modulators of beta-catenin nuclear translocation; HeLa beta-catenin nuclear translocation, immunofluorescence imaging; 0.3% of 190,000 active; AID 1665; nuclear translocation activity, % at 5 µM;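 active = nuclear translocation activity above 50% at 5 µM, with a well cell count of 50 or more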;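 note: per-cell ratio of nuclear to cytoplasmic median beta-catenin stain intensity; plate controls were DMSO negative control for no effect and GSK-3 inhibitor IX positive control for full effect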
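Assay system: human HeLa cells, native beta-catenin; doses: 5 µM primary, 0.02–20 µM confirmation; incubation: compound treatment 24 h, 37°C, 5% CO2; technique: fluorescence imaging of beta-catenin antibody stain plus DAPI; measure: % activation, nuclear-to-cytoplasmic median beta-catenin signal ratio per cell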
Rac1 GTP hydrolysis: MgcRacGAP GTPase-activating activity inhibitors, confirmation, biochemical, ADP Hunter fluorescence. MgcRacGAP-stimulated Rac1 GTP hydrolysis, ADP Hunter fluorescence; higher % means a stronger effect; GST-tagged Rac1 F28L mutant substrate. 0.6% of 340,000 active. one-dose inhibition, % at 30 µM; IC50 in µM for titrated hits;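 active = first-screen hits whose inhibition reached a set limit at any dose in the follow-up dose series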;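 note: fluorescence reports GDP produced by GAP-driven GTP hydrolysis; strong numbers were not always called active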
Large T inhibition: SV40 large T antigen inhibitors, biochemical (AID 1903). SV40 large T antigen ATPase/helicase inhibition assay; higher % means a stronger effect. inhibition, % at 20 µM; hits with a dose series show IC50 in µM. 0.39% of 310,000 active; in the data active = a potency from the dose series; note: strong numbers were not always called active
RSV antiviral HEp-2: inhibition of RSV-induced cytopathic effect – HEp-2 cells, primary 10 µM value included (AID 2391). HEp-2 cells, RSV-induced CPE inhibition; higher % means a stronger effect. one-dose CPE inhibition, % at 10 µM; IC50 in µM for titrated hits. 0.13% of 310,000 active; in the data active = a potency from the dose series; note: strong numbers were not always called active
Salmonella PhoP GFP: PhoP-dependent GFP reporter repression – Salmonella Typhimurium, primary screen (AID 1863). S. Typhimurium PhoP-regulated promoter GFP reporter, 4 h; higher % means a stronger effect. inhibition, % at 50 µM; hits with a dose series show IC50 in µM. 0.16% of 300,000 active;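 active = inhibition over 29.93%, a cutoff 3 SD above the screen mean, later confirmed by dose response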;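 note: 0% = low Mg2+ inducing control and 100% = high Mg2+ repressing control; strong numbers were not always called active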
West Nile antiviral: inhibition of WNV-induced cytopathic effect – cell-based, CPE readout (AID 1621); 0.02% of 290,000 active; West Nile virus-infected cells, CPE inhibition; higher % means a stronger effect; CPE inhibition, % at 10 µM, or IC50 in µM where a hit was titrated; in the data active = a potency from the dose series; note: strong numbers were not always called active
WT yeast gro inh: growth inhibition of WT yeast, mitochondrial fusion screen | 2.1% of 190,000 active | inhibition, % at 10 µM | mitochondrial fusion phenotypic screen, WT strain; in the data active = inhibition above about 58%; tested in S. cerevisiae
Myeloid diff MLP: myeloid differentiation induction | ER-HoxA9 myeloid progenitors, lysozyme-GFP differentiation, flow cytometry | calls only at 10 µM | 1% of 360,000 active | AID 624256;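 active = normalized GFP-positive differentiation at or above the plate's own cutoff, the solvent-only control mean plus 3 SD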;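 note: cells exposed to compound for four days before flow analysis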
T cell HTS: modulates CD8 T cell binding to vesicles; 2C CD8+ T cell-vesicle binding, flow cytometry; active compounds read low; calls only at 7 µM; 0.068% of 330,000 active; AID 2052;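 active = response, share of CD8 T cells binding vesicles, and their 90th percentile fluorescence all below set limits, cut at about 80% in these data, passing the limit was not always enough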
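Test system: purified 2C TCR transgenic mouse naive CD8+ T cells. Probe or stimulus: QL9-peptide-loaded Drosophila micro-vesicles bearing Ld, ICAM-1 and B7-1. Incubation: binding step 1.5 h, 37 °C, antibody labelling 20 min, ice. Measured by: flow cytometry of vesicle-bound cells.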
WT yeast gro inh mutant strain: further read-out of WT yeast gro inh, marked with its call; inhibition, %; mitochondrial fusion phenotypic screen, mutant strain inhibition
bCat nuc transl cell count 5 µM: further read-out of bCat nuc transl, marked with its call; cell count; measured here: cell count, cytotoxicity flag
T cell HTS vesicle-bound %: second read-out of T cell HTS, no call of its own (marks repeat the call); double positive events, %; measured here: CD8+ vesicle-bound cell fraction;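 binding gate set so that unloaded-vesicle control wells show 10% double positive cells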
Myeloid diff MLP GFP+ MAC1+ %: also measured in Myeloid diff MLP; calls as there; GFP+ MAC1+ double positive, %; measured here: differentiation confirmed by MAC1 staining
Active calls of the source: *; i = inactive; · = not tested or not shown; + = active, no number.

SMILES | bCat nuc transl | bCat nuc transl cell count 5 µM | Rac1 GTP hydrolysis | Large T inhibition | RSV antiviral HEp-2 | Salmonella PhoP GFP | West Nile antiviral | WT yeast gro inh | WT yeast gro inh mutant strain | Myeloid diff MLP | Myeloid diff MLP GFP+ MAC1+ % | T cell HTS | T cell HTS vesicle-bound %
Cc1ccc(S(=O)(=O)N2CCCCC2)cc1NC(=O)Cc1c[nH]c2ccccc12 | -0.5 | 1062 | 6% | 0% | 9.3% | 4% | 1.0% | -14 | -4 | i | 0.3 | i | 56
NC(=O)CCS(=O)(=O)c1ccc(Cl)cc1 | -0.4 | 971 | 7% | -11% | -0.7% | -3% | 0.3% | -2 | -12 | i | 0.3 | i | 59
Cc1ccc(NC(=S)NN2CCOCC2)c(C)c1 | 1.1 | 1389 | 8% | -1% | -0.2% | 1% | 0.3% | -12 | 5 | i | 0.6 | i | 27
CC(C)(C)OC(=O)Nc1ncnc2c1ncn2C1OC(CO)C2OC(C)(C)OC21 (stereo unspecified) | -0.5 | 1347 | -8% | -4% | · | -10% | 0.4% | · | · | i | 0.7 | i | 23
Cc1cc(NC(=S)N(Cc2ccc(Cl)cc2)Cc2ccc(C(=O)O)cc2)ccc1Cl | 0.2 | 1146 | 11% | 12% | 14% | -2% | 0.0% | 71* | -12* | i | 0.8 | i | 26
CCSc1nnc(NC(=O)CSc2nnc(CNC(=O)c3ccccc3F)o2)s1 | -5.5 | 560 | 6% | 13% | 2.8% | -9% | 0.5% | -5 | -1 | i | 1.0 | i | 39
C/C(=N\NC(=O)C(N)=O)c1ccc2c(c1)OCCO2 | 3.3 | 845 | 3% | 12% | 1.9% | -4% | 0.1% | 7 | 5 | i | 0.1 | i | 50
COc1cc(C(=O)N(Cc2ccc(C)o2)C2CCS(=O)(=O)C2)cc(OC)c1OC (stereo unspecified) | · | · | 6% | 12% | 1.7% | -12% | -0.6% | · | · | i | 1.2 | i | 12
O=C(NCCc1c[nH]c2ccccc12)C(=O)Nc1cc2c3c(c1)CC(=O)N3CCC2 | · | · | 6% | 17% | 4.0% | 12% | · | · | · | i | 0.4 | i | 11
O=C(C(NS(=O)(=O)c1cccc2nsnc12)c1ccccc1)N1CCN(c2ccccn2)CC1 (stereo unspecified) | · | · | 7% | 14% | 0.7% | -10% | -0.3% | 3 | 4 | i | 0.5 | i | 28
O=S(=O)(c1cccc2cccnc12)N1CCN(c2ccccn2)CC1 | -1.6 | 1068 | 12% | 10% | 1.3% | 1% | -0.5% | -4 | -6 | i | 0.5 | i | 51
COc1ccc(NS(=O)(=O)c2ccc(C)c(C(=O)N3CCC3)c2)cc1 | · | · | 2% | 7% | -1.0% | 7% | · | · | · | i | 0.3 | i | 48
CN(CCc1cnn(C)c1)Cc1cn[nH]c1-c1ccc(-c2ccccc2)cc1 | 0.1 | 1535 | 1% | 8% | -2.8% | 6% | 1.0% | 14 | -3 | i | 0.0 | i | 45
CN(Cc1ccccc1F)C(=O)c1ccc(NS(=O)(=O)c2ccc3[nH]c(=O)[nH]c3c2)cc1 | · | · | 2% | 10% | -1.6% | 11% | · | · | · | i | 1.1 | i | 27
COc1cccc2sc(N3CCN(C(=O)c4cccs4)CC3)nc12 | · | · | 6% | 12% | 3.0% | 2% | · | · | · | i | 0.4 | i | 19
CC(C)C(c1nnnn1C1CCCCC1)N1CCN(C(=O)c2ccco2)CC1 (stereo unspecified) | · | · | 9% | 1% | 0.7% | 0% | -0.1% | · | · | i | 3.1 | i | 11
Cc1ccc(C(=O)NCCCNC(=O)c2cccnc2)cc1 | · | · | 10% | 20% | 0.1% | 4% | -0.3% | · | · | i | 1.4 | i | 20
Cn1nnnc1SCCNCc1ccccc1OCc1ccc(Cl)cc1 | -0.4 | 926 | 13% | 0% | 3.2% | -25% | -1.7% | 13 | -9 | i | 2.0 | i | 50
COc1ccc(/C=N/n2cnnc2)cc1Cn1nc(C)c([N+](=O)[O-])c1C | 0.9 | 1427 | 5% | 2% | -1.1% | -13% | -0.5% | -3 | 13 | i | 0.4 | i | 44
COc1ccc(CNC(=O)CN(Cc2ccc(OC)cc2)C(=O)CCC(=O)Nc2ccccn2)cc1 | · | · | -2% | 4% | -0.1% | 2% | -0.5% | · | · | i | 0.4 | i | 25
C#CCOC(=O)CN1C(=O)c2cccc3cccc(c23)C1=O | · | · | 8% | 4% | 2.4% | 7% | -0.5% | · | · | i | 0.9 | i | 56
O=C(c1ccc([N+](=O)[O-])cc1)N1CCN(c2ncccn2)CC1 | · | · | 10% | 13% | 2.1% | · | · | · | · | i | 0.3 | i | 38
Cc1cc(Cl)ccc1C(=O)C1CCCN(C(=O)c2cncs2)C1 (stereo unspecified) | · | · | 6% | 14% | 4.8% | 0% | -1.1% | · | · | i | 1.6 | i | 40
CCOC(=O)C1=C(C)N(c2ccc(OCC)cc2)C(=O)/C1=C\c1ccco1 | 0.6 | 556 | 6% | 13% | -0.1% | -11% | 0.1% | -1 | -3 | i | 0.5 | i | 46
CC(=O)Nc1ccc(NC(=O)Nc2ccccc2C)cc1 | -1.8 | 1062 | 4% | 14% | 3.5% | -3% | -0.1% | -16 | 12 | i | 0.4 | i | 20

Continued:
SMILES | bCat nuc transl | bCat nuc transl cell count 5 µM | Rac1 GTP hydrolysis | Large T inhibition | RSV antiviral HEp-2 | Salmonella PhoP GFP | West Nile antiviral | WT yeast gro inh | WT yeast gro inh mutant strain | Myeloid diff MLP | Myeloid diff MLP GFP+ MAC1+ % | T cell HTS | T cell HTS vesicle-bound %
CN(C)S(=O)(=O)c1cccc(NC(=O)CSc2cccc3cccnc23)c1 | · | · | 15% | 8% | 6.8% | 17% | -0.6% | · | · | i | 2.0 | i | 26
Cc1ccc(S(=O)(=O)NCc2ccccn2)c(C)c1C | · | · | 12% | 3% | -1.9% | 2% | -0.2% | · | · | i | 0.3 | i | 34
COc1ccccc1-c1nc(SCC(=O)N2CCC(C(N)=O)CC2)n[nH]1 | · | · | 3% | · | 2.3% | · | · | · | · | i | 0.5 | i | 19
O=C(c1ccc2c(=O)n(-c3ccccc3)c(=S)[nH]c2c1)N1CCN(c2ccccc2)CC1 | · | · | -1% | · | 1.6% | · | · | · | · | i | 0.5 | i | 6
Cc1ccc(CCN2CC(C(=O)NCc3ccc4c(c3)OCO4)CC2=O)cc1 (stereo unspecified) | -0.8 | 1394 | 2% | 19% | -0.5% | -9% | -0.6% | · | · | i | 0.4 | i | 23
CC(=O)c1c(C(C)=O)c(C)n(-c2ccc3ncccc3c2)c1C | -1.5 | 1014 | 4% | 12% | 2.8% | -1% | -0.9% | 4 | -2 | i | 0.2 | i | 45
CCc1cc(=O)oc2cc(C)cc(OC(C)C(=O)NCCCn3ccnc3)c12 (stereo unspecified) | · | · | 10% | 14% | 0.7% | -15% | -0.4% | · | · | i | 2.3 | i | 19
CSc1nnc(-c2ccccc2N=Cc2c(C)[nH]n(-c3ccc4ccccc4c3)c2=O)c(=O)[nH]1 | 1.9 | 1451 | 3% | 12% | -0.6% | -8% | -0.2% | 5 | 12 | i | 1.2 | i | 2
COC(=O)C1=C(C)NC(=O)CC1c1ccc(F)c(Br)c1 (stereo unspecified) | -4.1 | 1222 | 2% | 0% | 0.6% | 10% | -0.5% | -5 | -8 | i | 1.1 | i | 43
CNC(=O)c1ccccc1S(=O)c1ccccc1COC(C)=O (stereo unspecified) | -0.1 | 1270 | 9% | 8% | 4.0% | -3% | 0.3% | · | · | i | 0.4 | i | 49
Cc1cccc(Oc2nc(-c3ccncc3)nc3ccccc23)c1 | 15 | 1147 | 7% | 8% | 0.6% | -4% | -0.1% | · | · | i | 0.7 | i | 24
COc1ccc(-c2nnc(S/C(=C/c3ccc(Cl)cc3)C(=O)O)o2)cc1 | -2.8 | 1033 | 5% | 12% | 3.7% | -2% | -0.5% | 1 | 0 | i | 0.2 | i | 64
COc1ccc(C2SCC(=O)N2c2c(C)n(C)n(-c3ccccc3)c2=O)cc1OC (stereo unspecified) | 3.1 | 1175 | 0% | -9% | 0.2% | 4% | 0.7% | 11 | -1 | + | 4.2* | i | 16
Cc1coc2c1c(C)cc1oc(=O)c(CC(=O)NCCC(=O)O)c(C)c12 | · | · | 12% | 9% | 1.7% | -3% | 1.3% | · | · | i | 0.5 | i | 9
CCCCSc1nc2c(c(C(F)(F)F)c1C#N)CCC2 | · | · | 4% | 10% | 1.9% | -4% | 1.2% | 52 | 1 | i | 0.7 | i | 46
Cc1cccc(-c2nnc(SCC(=O)C(C)(C)C)n2C)c1 | 0.3 | 963 | 6% | 11% | 1.0% | -8% | 0.0% | · | · | i | 0.3 | i | 37
COc1ccc(S(=O)(=O)/C(C#N)=C/Nc2ccc(NC(C)=O)cc2)cc1 | · | · | 7% | 6% | 0.9% | -4% | 0.1% | · | · | i | 0.4 | i | 26
CC(=O)OCCn1c(C)[n+](CCOC(C)=O)c2cc(Cl)c(Cl)cc21 | -0.3 | 1053 | 3% | 20% | -0.2% | 0% | 0.6% | -17 | -22 | i | 0.0 | i | 44
Cc1cc(C(=O)OCC(=O)Nc2nc(-c3ccccc3)cs2)c(C)o1 | 0.6 | 1228 | -3% | 5% | 2.5% | 1% | 0.1% | 24 | 28 | · | · | i | 16
COc1cc(OC)c(C(=O)NC2CCCc3ccccc32)cc1OC (stereo unspecified) | · | · | 5% | 7% | 2.2% | -6% | -0.2% | · | · | i | 5.6 | i | 48
COC(=O)c1cnn2c(C(F)(F)F)cc(-c3ccco3)nc12 | · | · | -3% | 14% | 0.8% | -5% | 0.5% | 5 | -8 | · | · | i | 26
Cc1ccc(S(=O)(=O)N2CCOC23CCN(C(=O)c2ccccc2Br)CC3)cc1 | · | · | -2% | 13% | 8.1% | -2% | 0.5% | · | · | i | 3.6 | i | 12

Record cards, as listed above. Values in the order: bCat nuc transl, bCat nuc transl cell count 5 µM, Rac1 GTP hydrolysis, Large T inhibition, RSV antiviral HEp-2, Salmonella PhoP GFP, West Nile antiviral, WT yeast gro inh, WT yeast gro inh mutant strain, Myeloid diff MLP, Myeloid diff MLP GFP+ MAC1+ %, T cell HTS, T cell HTS vesicle-bound %
CCc1cc(=O)oc2cc(C)cc(OC(C)C(=O)NCCCn3ccnc3)c12 (stereo unspecified) across the screens: ·, ·, 10%, 14%, 0.7%, -15%, -0.4%, ·, ·, i, 2.3, i, 19
COC(=O)c1cnn2c(C(F)(F)F)cc(-c3ccco3)nc12 across the screens: ·, ·, -3%, 14%, 0.8%, -5%, 0.5%, 5, -8, ·, ·, i, 26
COC(=O)C1=C(C)NC(=O)CC1c1ccc(F)c(Br)c1 (stereo unspecified) across the screens: -4.1, 1222, 2%, 0%, 0.6%, 10%, -0.5%, -5, -8, i, 1.1, i, 43
